Runt-SMMHC FRET: blocks binding of human RUNX1 Runt domain to CBFb-SMMHC. Cerulean-Runt/Venus-CBFb-SMMHC FRET ratio 530/480, 1 h. inhibition, % at 20 µM. actives 0.74% (n = 220,000). AID 1434;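 active = mean inhibition across duplicate retests at 20 µM reaching about 50%, limit read from the data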;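 note: 0% = DMSO wells and 100% = wells with excess untagged CBFb-SMMHC; inhibitors lower the FRET ratio by blocking Runt binding to CBFb-SMMHC; some results filed as inactive read as strong as hits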
CHOP inhibitor: inhibitors of CHOP induction in ER stress response; AID 2732; inhibition, % at 10 µM; actives 3.8% (n = 220,000); CHO-K1 CHOP-promoter luciferase, tunicamycin-induced, 15-18 h;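 active = compounds that reduced the stress-induced luciferase reporter signal by more than about 70% of percent inhibition, limit read from the data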;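 note: 0% = tunicamycin plus vehicle and 100% = wells without tunicamycin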
PPC-1+TRAIL kill: PPC-1 cancer cell killing with TRAIL present | PPC-1 cells + TRAIL, ATPLite viability luminescence | cell killing (% activity), % at 4 µM | actives 0.41% (n = 220,000);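 active = cell killing above 50% in the first pass at 4 µM, then a duplicate retest at 5 µM averaging 50% or more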;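 note: plate controls were cells with TRAIL plus DMSO for no effect and medium-only wells lacking cells for full effect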
EBV gp42 inh: blocks Epstein-Barr virus glycoprotein 42 binding; inhibition, % (tested at 21.74 µM); Q1HVG2; Fluorescence polarization binding assay, mP read-out; actives 0.42% (n = 220,000); in the data active = inhibition above about 50%
TNF necrop inh: TNF-alpha cell death inhibition in Jurkat FADD-/- cells; Jurkat FADD-/- TNF necroptosis rescue, ATP luminescence, 24 h; 0 = TNF only, 100 = no-TNF cells; activation (protection from cell death), % at 10 µM; actives 0.068% (n = 220,000); AID 463075;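 active = activation, meaning protection from cell death, of at least 50% relative to plate controls; inactive = activation below 50%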;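 note: necroptosis triggered by 40 ng/mL TNF-alpha added together with compound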
p47phox inh: blocks human p47phox regulatory protein of NADPH oxidases | p47phox/p22phox peptide binding, fluorescence polarization, 2 h | inhibition, % at 24.7 µM | P14598 | AID 1274 | actives 0.53% (n = 220,000);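 active = inhibition above about 30%, limit read from the data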;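 note: 0% = p47phox with labelled peptide and 100% = labelled peptide alone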
Target sequence (P14598 whole entry, looked up): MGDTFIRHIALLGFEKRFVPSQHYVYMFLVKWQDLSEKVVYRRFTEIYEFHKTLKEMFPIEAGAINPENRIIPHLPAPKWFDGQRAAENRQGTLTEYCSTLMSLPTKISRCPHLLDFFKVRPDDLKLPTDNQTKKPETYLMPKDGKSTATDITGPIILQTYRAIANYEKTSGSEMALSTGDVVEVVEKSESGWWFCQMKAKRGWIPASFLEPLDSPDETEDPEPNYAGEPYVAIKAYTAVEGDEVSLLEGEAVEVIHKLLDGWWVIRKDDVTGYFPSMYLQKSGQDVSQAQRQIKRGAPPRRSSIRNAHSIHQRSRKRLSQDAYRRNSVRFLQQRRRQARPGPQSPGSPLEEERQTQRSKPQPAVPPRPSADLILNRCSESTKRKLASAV
TRPN1 ag: zebrafish TRPN1 (NompC) channel agonism; HEK293 zebrafish TRPN1-YFP, Fluo-8 calcium fluorescence; 100% = response to 87 µM carbachol; activation, % at 3 µM; actives 0.18% (n = 220,000); AID 1424;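 active = activation above its plate's cutoff, the mean activation of test wells on that plate plus 3 SD, cut at about 19% in these data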;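 note: 0% = DMSO alone and 100% = 87 µM carbachol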
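Control set: carbachol 87 µM as high control, DMSO as low control; system: HEK293 stable line with zebrafish TRPN1-YFP; read-out: % activation versus carbachol response; detection: intracellular calcium fluorescence with Fluo-8; doses: single test compound dose, 3 µM nominal, 0.3% DMSO; schedule: dye 1 h 37 °C plus 30 min RT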
TRPML3 agonist: agonists of human TRPML3 channel; AID 1448; HEK293 TRPML3-YFP, Fluo-8 calcium fluorescence; 100% = the carbachol control signal; activation, % at 3 µM; Q8TDD5; actives 0.29% (n = 220,000);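 active = activation above its plate's cutoff, the mean activation of the plate's test wells plus 3 SD, cut at about 12% in these data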;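 note: 0% = DMSO only wells and 100% = carbachol wells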
Target sequence (Q8TDD5 whole entry, looked up): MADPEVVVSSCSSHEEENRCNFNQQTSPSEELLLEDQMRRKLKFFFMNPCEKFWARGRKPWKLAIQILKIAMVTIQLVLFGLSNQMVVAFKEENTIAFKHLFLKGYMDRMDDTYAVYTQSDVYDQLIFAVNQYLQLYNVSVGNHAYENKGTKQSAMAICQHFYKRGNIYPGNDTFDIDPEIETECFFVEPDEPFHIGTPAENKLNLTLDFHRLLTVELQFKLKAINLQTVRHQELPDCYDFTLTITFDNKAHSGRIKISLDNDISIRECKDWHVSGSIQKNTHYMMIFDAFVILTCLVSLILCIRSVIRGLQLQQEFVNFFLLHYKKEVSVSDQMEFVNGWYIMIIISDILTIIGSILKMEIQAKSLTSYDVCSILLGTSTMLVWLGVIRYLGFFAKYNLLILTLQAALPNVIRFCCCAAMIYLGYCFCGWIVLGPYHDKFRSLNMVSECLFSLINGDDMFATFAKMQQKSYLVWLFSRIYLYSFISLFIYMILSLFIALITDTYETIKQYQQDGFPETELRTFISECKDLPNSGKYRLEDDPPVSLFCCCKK
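Test system: HEK293 cells stably carrying human TRPML3-YFP; Doses: single dose, 3 µM final nominal compound, 0.3% DMSO final; Schedule: dye loading 1 h 37 °C then 30 min ambient, 125 s read; Technique: Fluo-8 calcium fluorescence; Benchmarks: high control carbachol 87 µM, low control DMSO.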
Mdm2 ligase inh: inhibitors of human Mdm2 E3 ubiquitin ligase | actives 0.11% (n = 210,000) | cell-based MDM2 ubiquitination luciferase reporter, 2 h; 0 = plate control, 100 = twice control, blank-subtracted | AID 1230 | Q00987 | signal enhancement, % at 5 µM;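 active = signal enhancement of 30% or more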;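 note: luminescence tracks abundance of the self-degrading MDM2-luciferase fusion protein; higher signal means inhibition of MDM2 E3 ligase activity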
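System: stable MDM2–luciferase fusion reporter cells / Input: 2000 cells seeded into each well / Schedule: 4 h settle plus 2 h compound, 37 °C / Compound: single-point 5 µM / Buffer or medium: cells held in DMEM / Benchmarks: control and blank well means / Evaluation: percent signal gain over controls, blank-subtracted / Measured by: luciferase luminescence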
The depositor's hits bear a star; . = no result given.

Every second line gives: Runt-SMMHC FRET | CHOP inhibitor | PPC-1+TRAIL kill | EBV gp42 inh | TNF necrop inh | p47phox inh | TRPN1 ag | TRPML3 agonist | Mdm2 ligase inh
#1 Cc1ccc2[nH]c(=O)c(CN(C)C(=O)c3cccs3)cc2c1
    3 | -2 | 14 | -2 | 0.0 | -4 | 0.1 | 0.4 | 6
#2 CC1CCC2C(=O)N(c3cccc(OS(=O)(=O)c4ccccc4)c3)C(=O)C2C1 (centres undefined)
    2 | 22 | -1 | 1 | 1.0 | 1 | 3.2 | -0.1 | 6
#3 Cn1c(=O)c2c(-c3ccc(C(C)(C)C)cc3)n(N3CCOCC3)cc2n(C)c1=O
    -5 | 11 | 13 | 7 | -8.8 | -132 | 0.6 | -0.5 | -35
#4 COc1cnc(SCc2c(Cl)cccc2Cl)nc1Cl
    0 | 25 | 6 | 5 | -4.4 | -3 | -0.1 | 0.7 | -19
#5 CCn1cc(C(=O)O)c(=O)c2cc(F)c(N/N=C/c3ccccc3[N+](=O)[O-])cc21
    5 | 78* | 10 | -24 | -4.3 | -20 | 0.5 | 0.3 | -7
#6 Cc1nc2ncnn2c(C)c1CCC(=O)NCc1ccc2c(c1)OCO2
    2 | -11 | 4 | -4 | 0.1 | 1 | 0.9 | 0.3 | 5
#7 COc1ccccc1Oc1c(C)oc2c(CN3CCN(CCO)CC3)c(O)ccc2c1=O
    2 | 23 | 1 | -8 | 1.0 | -10 | 0.3 | -0.1 | -6
#8 CCn1c(O)c(N=NC(=O)c2ccc(CSc3nncn3C)cc2)c2ccccc21
    -4 | 13 | 12 | -11 | -0.6 | -24 | 0.5 | 0.3 | -2
#9 CCN(CC)CCNS(=O)(=O)c1ccc(Cl)cc1
    -4 | -51 | -3 | 0 | 1.5 | 1 | -0.3 | 0.9 | -11
#10 COC(C[C@H](O)[C@@H](C)[C@@H](O)COCc1ccccc1)OC
    4 | -8 | 27 | -17 | 2.7 | -25 | . | . | 22
#11 CCOC(=O)c1c(C)c(C(=O)Nc2ccc3c(c2)OCO3)c(C)n1C
    -3 | -25 | 10 | -15 | -0.3 | -5 | -0.1 | -0.3 | 3
#12 COc1ccc(COc2ccccc2C(N)=O)cc1F
    -6 | -13 | -17 | -2 | 0.0 | -6 | 0.1 | 1.4 | -10
#13 COc1ccc(CNC(=O)c2cc3c(C)nc4ccccc4c3o2)c(OC)c1
    2 | . | 0 | -13 | -5.3 | 5 | 3.8 | 1.8 | -14
#14 CC(=O)NCC(=O)NNC1CC(=O)N(c2cccc(Cl)c2)C1=O (centres undefined)
    3 | 8 | -9 | -18 | 1.1 | -20 | 1.8 | 0.4 | -7
#15 O=C1COc2ccc(C(=O)COC(=O)CNC(=O)c3ccccc3)cc2N1
    2 | 5 | 13 | -10 | 0.4 | -3 | 0.9 | -0.2 | -16
#16 CCOC(=O)C1CCCN(C(=O)CCC(=O)Nc2ccc3nc(N4CCOCC4)cc(C)c3c2)C1 (centres undefined)
    0 | -29 | 14 | -15 | -3.7 | -3 | 1.7 | 0.2 | -9
#17 CCOC(=O)c1[nH]c(C)c(/C(O)=C2\C(=O)C(=O)N(CCCN(C)C)C2c2cccnc2)c1C (centres undefined)
    3 | 7 | -4 | -14 | 0.5 | -3 | 0.3 | 0.9 | -17
#18 CC1=C(c2ccccc2)[N+](=O)C2(CCCCC2)N1[O-]
    -1 | 12 | -11 | 8 | 1.1 | 9 | 0.7 | 0.7 | -19
#19 CCOc1c2ccc(C(=O)NCc3cc(C(F)(F)F)cc(C(F)(F)F)c3)cc2nn1CCOC
    -11 | 32 | 10 | -7 | -1.1 | -9 | -1.0 | -0.7 | -8
#20 COc1ccc(NS(=O)(=O)c2ccc3nc(COc4ccc(C#N)cc4)[nH]c3c2)cc1
    3 | 11 | -6 | -15 | 4.6 | -27 | 0.7 | 0.8 | 2
#21 Cc1c(NS(=O)(=O)c2cccc(C(=O)NCc3ccc(Cl)cc3)c2)c(=O)n(-c2ccccc2)n1C
    2 | 39 | 13 | 3 | -0.1 | -8 | -0.6 | -0.4 | -16
#22 Cc1cc(Br)ccc1NC(=O)CN1C(=S)NC(C)(C)CC1C (centres undefined)
    -3 | 13 | 11 | 3 | 0.1 | -4 | 1.2 | 0.7 | 3
#23 CC(C)Oc1cccc(-c2nnc(SCC(=O)Nc3ccc4c(c3)OCCO4)n2N)c1
    0 | 46 | 9 | 2 | 0.4 | -8 | -0.4 | -0.4 | -12
#24 CC(C)C1(CCNC(=O)c2cccs2)CCOC(C)(C)C1 (centres undefined)
    -1 | 0 | 8 | -8 | 2.7 | -6 | -0.4 | 0.3 | -11
#25 CC(OC(=O)c1cc2sccc2n1C)C(=O)NCc1ccc(F)cc1 (centres undefined)
    -10 | 30 | -6 | -2 | -0.5 | -31 | -0.9 | -0.7 | 3
#26 O=C(Cc1cccc2ccccc12)NN1C(=O)CSC1=S
    0 | 13 | -1 | -12 | -0.9 | -44 | 0.4 | 0.9 | -7
#27 O=C(O)CCC(=O)N1CCN(c2ccc(C(=O)c3ccc(F)cc3)cc2)CC1
    -4 | 10 | 36 | -19 | -0.7 | 1 | 2.8 | 3.1 | -25
#28 CN1C(C(=O)NCc2ccc(OC(F)(F)F)cc2)CC2Cn3c(nc4cc5ccccc5cc43)C21 (centres undefined)
    -2 | 12 | -10 | -22 | 7.9 | -11 | . | . | 21
#29 Cn1c(=O)cc(SCC(=O)N2CCCC2)c2ccccc21
    3 | 17 | 27 | -12 | -2.1 | -16 | 3.4 | 0.7 | -17
#30 Cc1c(C)c2ccc(OS(C)(=O)=O)c(C)c2oc1=O
    10 | 8 | 5 | -9 | -1.2 | -14 | -0.5 | 0.8 | 4
#31 Cc1ccc(S(=O)(=O)/N=C2/NC(=O)/C(=C/c3cccnc3)S2)cc1
    0 | -32 | -6 | -8 | -0.5 | -25 | 0.6 | 0.1 | -16
#32 CC(C)CCn1c(N2CCN(c3cccc(Cl)c3)CC2)nc2c1c(=O)[nH]c(=O)n2C
    -11 | 106* | 24 | 17 | -1.5 | -27 | -1.3 | 0.7 | -18
#33 Cc1ccc(S(=O)(=O)N2CCN(C(=O)c3ccccc3)CC2)c(C)c1NS(C)(=O)=O
    3 | 9 | -3 | -12 | 1.1 | -8 | 0.1 | 0.8 | 1
#34 O=C(COC(=O)c1cc(=O)c2ccccc2o1)NC1CCCC1
    -1 | -11 | 22 | -14 | 0.3 | 3 | -0.3 | 0.5 | -10
#35 Cc1nc(NC(=O)c2ccc(Br)s2)sc1C(=O)N(C)C
    -2 | -25 | 32 | 5 | -0.5 | -13 | 0.4 | 0.1 | -8
#36 CC(NC(=O)Nc1ccccc1)C(c1cccs1)N1CCOCC1 (centres undefined)
    -2 | -14 | . | 6 | 0.3 | 0 | 0.8 | 0.1 | -18
#37 CN(C)/C=C(/C(=O)c1ccc(Cl)cc1Cl)S(=O)(=O)c1ccc(Cl)cc1
    2 | 7 | -13 | 0 | 0.1 | -4 | 1.4 | 0.3 | 1
#38 Fc1ccccc1Cn1cc(C(=S)N2CCOCC2)c2ccccc21
    2 | 16 | -4 | -18 | -0.6 | -5 | -1.8 | -0.1 | -3
#39 Cc1cc(N2CCC(C)CC2)n2ncc(-c3ccccc3)c2n1
    -1 | 39 | 7 | -1 | 1.3 | -5 | 0.4 | 0.4 | -49
#40 O=C(/C=C/c1cccs1)N1CCN(c2ccc(O)cc2)CC1
    42 | -9 | -17 | 7 | -5.6 | 3 | 0.5 | -0.4 | 3
#41 N#Cc1c(Nc2ccccc2)sc(C(=O)C2CC2)c1N
    3 | -2 | 16 | 14 | 1.5 | 0 | -1.5 | 0.5 | 0
#42 CCN(CC)CCNC(=S)NC(=O)c1cn(-c2ccccc2)nc1-c1ccc(OC)cc1
    1 | -4 | 15 | -2 | -1.7 | -6 | 0.8 | 0.5 | -10
#43 O=C(Nc1ccc(Cl)cn1)c1ccc2c(Cl)c3c(nc2c1)CCC3
    -6 | 66 | 47 | -7 | 1.8 | 13 | 2.8 | 0.7 | .
#44 Cc1ccc2c(c1)CC1(CN2C)C(=O)OC2(CCCCC2)OC1=O
    -30 | 43 | 16 | -12 | -1.5 | -5 | 0.4 | 0.2 | -2
#45 COC(=O)c1ccc(Oc2nc3c(c(=O)n(C)c(=O)n3C)n2CCC(C)C)cc1
    1 | 75* | 12 | -14 | -1.3 | -14 | -0.1 | 0.1 | -2
#46 O=[N+]([O-])c1ccc(Oc2cccc(C(F)(F)F)c2)nc1
    4 | -15 | -4 | -22 | 1.4 | -11 | -0.6 | 0.2 | -3
#47 CCOC(=O)/C=c1\s/c(=C\c2ccc(C)cc2)c(=O)n1CC(=O)NCc1ccco1
    -41 | 64 | 15 | -30 | 1.5 | -4 | 1.4 | 0.7 | -22
#48 NC(=O)c1cc2nc(-c3ccco3)cc(C(F)(F)F)n2n1
    18 | -2 | 4 | -13 | -2.6 | -13 | -0.5 | 0.2 | .
#49 CCCCC(NC(=O)c1ccccc1)C(=O)OCC(=O)N1c2ccccc2Sc2ccccc21 (centres undefined)
    3 | -2 | 2 | -13 | -3.0 | -7 | 2.8 | 1.9 | -7
#50 NC(=O)COC(=O)c1cccc(S(=O)(=O)N2CCN(c3ccccc3)CC2)c1
    2 | -11 | 5 | -6 | 0.8 | -3 | 1.7 | 0.9 | 4

The list goes on.
Every second line gives: Runt-SMMHC FRET | CHOP inhibitor | PPC-1+TRAIL kill | EBV gp42 inh | TNF necrop inh | p47phox inh | TRPN1 ag | TRPML3 agonist | Mdm2 ligase inh
#51 CN(C)S(=O)(=O)c1ccc(NC(=O)COc2ncnc3sccc23)cc1
    1 | 2 | 13 | -8 | -0.3 | -29 | -0.1 | 0.8 | -6
#52 Cc1ccc(C(C)C)c(OCC(=O)NN=C2CCCCCCC2)c1
    -6 | 83* | 14 | 3 | -0.5 | -12 | -0.7 | -0.1 | -10
#53 CCC/C=C(\CCC)C(NC(=O)Cc1ccccc1)c1ccc(C(=O)OC)cc1 (centres undefined)
    -2 | 0 | 12 | 7 | 0.7 | -10 | 1.1 | 1.2 | .
#54 Cc1ccc(O)c(C2=Nc3ccccc3N=C(c3ccco3)C2)c1
    -7 | 87* | 4 | -39 | -9.6 | -13 | 0.3 | -1.1 | -20
#55 COc1ccc2occ(C(=O)c3ccc(N=C(C)N(C)C)cc3)c2c1
    -1 | 11 | 24 | -5 | 2.3 | -8 | 1.9 | 1.3 | 0
#56 COc1ccc(OC)c(CNC(=O)c2cc(=O)[nH]c3ccc(S(=O)(=O)N4CCCC4)cc23)c1
    2 | -12 | 22 | -2 | 0.9 | -9 | 1.1 | 0.1 | -11
